Screening results from PubChem BioAssay.
KCNH2 WT inh: KCNH2 (human, wildtype) channel inhibition; activity change, % at 1.84 µM; 0.37% of 340,000 active; Q12809; U2OS, BacMam KCNH2, thallium flux FluxOr; active compounds read low; AID 720551;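 active = maximum activity change below -70%; inconclusive = maximum activity change between -70% and -50%; inactive = maximum activity change above -50%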
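U2OS cells were transduced with wild-type KCNH2 virus (2.03 x 10^8 / mL) for 4 h at room temperature, then cultured overnight at 37 C. Thallium flux was read with FluxOr dye. Rate constants were normalized to DMSO controls.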
KCNH2 3.1 inh: KCNH2 3.1 (human) potassium channel inhibition; U2OS KCNH2 3.1, thallium flux FluxOr; active compounds read low; 0.95% of 340,000 active; activity change, % (tested at about 1.8 µM);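 active = maximum activity change below -70%; inconclusive = maximum activity change from -70% to -50%; inactive = maximum activity change above -50%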;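 also: thallium influx rate constant from kinetic fluorescence after stimulation buffer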
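Normalized rate constant (relative to positive and negative DMSO controls) derived from a 2 min kinetic fluorescence read after stimulation; U2OS cells expressing the 3.1 isoform via virus at 1.77 x 10^8 /mL.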
Eya2 phos inh: Eya2 (human) phosphatase inhibition. O00167. recombinant Eya2, OMFP fluorescence dephosphorylation (OMFP is methylfluorescein phosphate). Potency, µM (series often up to 76.9 µM), for the others: top-dose activity, negative = inhibition, most hits filed as inhibitors. 0.006% of 330,000 active. AID 488837; also: potency is read from the fitted curve at half-maximal effect
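Eya2 (0.2 uM) preincubated 10 min at ambient with compound, then OMFP substrate added at 50 uM; 10 min reaction in 50 mM HEPES pH 7.5, 50 mM NaCl, 5 uM MgCl2, 0.05% BSA, 1 mM DTT. Fluorescence read at Ex 485/Em 525 nm.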
Giardia killer: Giardia lamblia killing | Giardia lamblia trophozoite viability | activity change, % at 7.66 µM, hits read low | 0.15% of 340,000 active; in the data active = activity change below about -80%; inconclusive = between about -30% and that limit;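 also: parasites exposed to compound for two days anaerobically before the ATP read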
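ATP-content bioluminescence gauges trophozoite survival. Cells (100/well) receive compound and incubate anaerobically for 48 hrs at 37 deg C; detection reagent follows for 15-30 min at room temperature.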
GALK inhibitor: inhibitors of human galactokinase. Purified GALK, Kinase-Glo residual ATP luminescence. P51570. AID 1868. Potency, µM (titrated, usually from 57.5 µM), for the others: at the top dose activity change, negative = inhibition, hits mostly inhibitors. 0.007% of 270,000 active; also: potency is read from the fitted curve at half-maximal effect
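Compounds were pin-transferred into ATP buffer (35 uM final), then GALK plus galactose (5 nM, 100 uM final) was added. After 1 h at room temperature, Kinase-Glo Plus was added and luminescence read after 10 min.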
PKM2 activator: PKM2 (human) enzyme activation; 0.34% of 260,000 active; Potency, µM (highest dose often 57.5 µM), for inactives: at the highest dose activation, actives largely listed as activators; P14618; purified PKM2, Kinase-Glo ATP luminescence, activation; response scale: 0% is enzyme alone, no compound; also: potency is read from the fitted curve at half-maximal effect; nearly all actives have a fitted effect of over 55% in size
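Kinase-Glo luminescence reports ATP generated from ADP (0.1 mM) and PEP (0.5 mM) by purified hPK-M2 after 1 h at room temperature, pH 7.2 imidazole buffer; intermediate enzyme activity allows detecting inhibitors and activators.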
BCR signal inh: blocks chronic active B-cell receptor signaling | ABC-DLBCL IkBa-CBG/CBR reporter, luminescence ratio, 4 h | Potency, µM (highest dose often 46.1 µM), inactives show top-dose ratio change, negative = lower green/red ratio, most hits filed as inhibitors | 0.05% of 340,000 active | AID 493014; active = well fitted inhibition curve with a large enough effect in the signal ratio, with a control signal flat, not every such curve was filed as active; inconclusive = small, poorly fitted or top-dose-only effect, or effect the other way, or a change in a side signal; the % refers to the signal ratio;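 also: potency is read from the fitted curve at half-maximal effect; plate controls were basal doxycycline-induced cells for no effect and cells given 10 µM MG132 for full effect; MG132 reads +100%, hits lower the ratio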
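TMD8 human ABC-DLBCL cells with doxycycline-inducible IκBα–green luciferase fusion and unfused red luciferase, in 0.5% FBS medium; compounds up to 46 uM, 4 h at 37C. Green/red luminescence ratio, filter-overlap corrected, fitted to concentration-response curves.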
FBPA coupling cs: coupling enzyme interference in Giardia aldolase counter-screen; coupling enzyme system counterscreen, AmpLite Red fluorescence; activity change, negative = inhibition, % at 58.2 µM, hits read low; 0.67% of 290,000 active; in the data active = activity change below about -30%
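Coupling enzymes only (glyceraldehyde-3-phosphate) + compound, at 57.5 uM final, 10 min RT; add substrate/coupling/AmpLite Red mix, 20 min RT; fluorescence ex 525/em 598 nm. Actives flag coupling-system interference.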
uPA generation: blocks generation of uPA at the cell surface; cell surface uPA generation assay, qHTS; 0.31% of 330,000 active; Potency, µM (highest dose often 38.3 µM), inactives show top-dose activity change, negative = inhibition, most hits filed as inhibitors; active = well fitted inhibition curve with a large enough effect; inconclusive = small, poorly fitted or top-dose-only effect; inactive = no such curve, though single readings can be large or run the other way; tested in mouse RAW 264.7 cells; also: potency is read from the fitted curve at half-maximal effect; nearly all actives have a fitted effect of over 55% in size
B2AR arrestin: agonists driving beta-arrestin recruitment to human beta2-adrenergic receptor. P07550. beta-arrestin recruitment to beta2AR, cell-based reporter. Potency, µM (highest dose often 46.1 µM), without a hit: at the top dose activation, usual class: activators. 0.02% of 330,000 active;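 also: potency is read from the fitted curve at half-maximal effect; 0% = DMSO controls and full agonism = EC100 isoproterenol or metaproterenol; nearly all actives have a fitted effect of over 65% in size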
Target sequence (P07550 whole entry, looked up): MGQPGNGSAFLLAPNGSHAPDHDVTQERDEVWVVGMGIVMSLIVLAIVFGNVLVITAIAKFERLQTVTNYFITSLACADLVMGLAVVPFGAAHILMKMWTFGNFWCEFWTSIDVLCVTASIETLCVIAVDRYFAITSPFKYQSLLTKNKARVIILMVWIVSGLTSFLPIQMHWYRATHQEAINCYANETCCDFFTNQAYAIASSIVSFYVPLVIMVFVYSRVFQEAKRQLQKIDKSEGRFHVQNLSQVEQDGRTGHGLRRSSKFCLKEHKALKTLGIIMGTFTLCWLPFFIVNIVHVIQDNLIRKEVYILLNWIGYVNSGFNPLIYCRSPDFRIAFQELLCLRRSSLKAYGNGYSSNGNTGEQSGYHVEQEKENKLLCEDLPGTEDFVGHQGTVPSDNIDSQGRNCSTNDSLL
USP2a inh: USP2a (human) protease inhibition. 0.01% of 330,000 active. AID 463254. USP2 core, Ub-CHOP2 coupled fluorogenic reporter, 485/531. Potency, µM (doses to about 38.3 µM), for the others: at the highest dose activity change, negative = inhibition, usual class: inhibitors;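 also: potency is read from the fitted curve at half-maximal effect; plate controls were DMSO wells for no effect and full inhibition by NEM control for full effect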
Target sequence (O75604 whole entry, looked up): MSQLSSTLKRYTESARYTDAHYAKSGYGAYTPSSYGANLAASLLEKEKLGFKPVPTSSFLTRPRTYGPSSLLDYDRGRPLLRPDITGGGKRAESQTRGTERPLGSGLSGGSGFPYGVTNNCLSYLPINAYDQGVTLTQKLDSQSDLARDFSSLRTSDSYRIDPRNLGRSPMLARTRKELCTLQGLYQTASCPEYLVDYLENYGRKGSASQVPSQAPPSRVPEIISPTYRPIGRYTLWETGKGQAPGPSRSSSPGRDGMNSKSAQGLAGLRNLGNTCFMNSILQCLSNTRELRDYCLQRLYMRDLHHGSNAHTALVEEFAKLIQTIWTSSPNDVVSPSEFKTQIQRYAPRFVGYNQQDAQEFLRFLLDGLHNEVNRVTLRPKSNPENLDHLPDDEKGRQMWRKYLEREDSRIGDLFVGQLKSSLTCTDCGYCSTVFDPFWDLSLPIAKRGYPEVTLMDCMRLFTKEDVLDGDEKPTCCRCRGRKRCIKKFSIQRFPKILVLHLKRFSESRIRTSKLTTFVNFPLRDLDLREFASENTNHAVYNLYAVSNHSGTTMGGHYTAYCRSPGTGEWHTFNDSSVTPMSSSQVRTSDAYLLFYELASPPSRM
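Deubiquitinase activity read as fluorescence (485/531 nm) after Ub-CHOP2 cleavage activates the enterokinase reporter on its substrate; USP2 core 10nM, Ub-CHOP2 and substrate 25nM each, 30min compound preincubation then 60min RT; data normalized to NEM, curves fitted.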
Starred values were filed as active, the others as inactive; ? = inconclusive; · = not tested or not shown. Unless noted, calls follow the shape of the dose curve; as a rule, active = well fitted curve in the direction sought with a large enough effect; inconclusive = small, poorly fitted or top-dose-only effect, or another doubt; inactive = no such curve, though single readings can be large; an effect the other way counts as inactive or inconclusive. Unless noted, % is scaled to controls: 0 for no effect and ±100 for the full control effect. Outcome played no part in choosing rows, and some 2.4% of all compounds hit somewhere here.

Order of results – KCNH2 WT inh	KCNH2 3.1 inh	Eya2 phos inh	Giardia killer	GALK inhibitor	PKM2 activator	BCR signal inh	FBPA coupling cs	uPA generation	B2AR arrestin	USP2a inh
- CCN(CC(=O)Nc1cccc(F)c1)Cc1nc2ccccc2c(=O)[nH]1
    -2	-2	13%	2	4%	28%	?	-11	-2%	-0.7%	-15%
- Cc1cc(C)cc(NC(=O)CSc2nc3ccccc3nc2N2CCCCC2)c1
    -3	-5	12%	11	·	-6%	-16%	0	-2%	0.0%	1%
- CC(=O)Nc1ccc(S(=O)(=O)N(C)CC(=O)OCC(=O)NNC(=O)c2ccccc2F)cc1
    -6	9	5%	-29	·	·	2%	·	2%	-0.1%	-1%
- COc1ccc(F)cc1S(=O)(=O)Nc1cc2c3c(c1)CCC(=O)N3CCC2
    -1	9	17%	8	·	·	-1%	·	-8%	0.5%	2%
- Cc1cc(C)cc(C(=O)N[C@@H](C)C(=O)N2CCC3(CC2)NCCc2[nH]cnc23)c1
    8	12	-8%	1	8%	·	-4%	·	1%	-1.0%	3%
- Cc1ccc(C2=NCCn3c2c2ccc([N+](=O)[O-])cc2[n+]3[O-])cc1
    -3	2	-4%	?	·	·	5%	·	0.71µM*	-0.6%	1%
- Cc1c(NC(=O)c2cc3c(s2)-c2ccccc2OC3)cccc1[N+](=O)[O-]
    0	15	-6%	-8	0%	8%	?	3	-12%	-0.5%	-1%
- CCCC(=O)N1CCN(c2nnc(-c3ccccc3)c3ccccc23)CC1
    0	6	-1%	-14	-6%	1%	5%	1	14%	0.0%	1%
- O=C(COc1ccc(Cl)cc1Cl)Nc1ccc(C(=O)Nc2ccccc2C(=O)O)cc1
    4	-12	10%	-11	2%	-1%	3%	8	-13%	0.6%	-5%
- CC(=O)N1CCc2cc(Br)cc(S(=O)(=O)NCCCN3CCCC(C)C3)c21 (stereo unspecified)
    3	-5	-3%	1	2%	3%	?	0	-2%	-0.3%	2%
- COc1ccc(Cc2nc(-c3cccnc3)no2)cc1OC
    16	5	-1%	-22	10%	-2%	-1%	2	-6%	0.2%	-3%
- c1ccc(Cc2nn3c(-c4ccncc4)nnc3s2)cc1
    6	-5	2%	-3	-2%	-1%	11%	4	7%	-0.3%	1%
- CCCS(=O)(=O)n1nc(-c2ccc(C)cc2)cc1N
    -6	-2	-4%	-19	3%	3%	?	-1	5%	0.1%	0%
- O=C(c1cccc(F)c1)N1CCN(c2ccc([N+](=O)[O-])c(N3CCOCC3)c2)CC1
    7	1	-4%	0	1%	1%	-3%	-1	0%	-3.8%	5%
- CN(Cc1ccc2c(c1)OCO2)C(=O)c1cc(-c2ccccc2)c(N2CCOCC2)s1
    -12	-12	-10%	5	·	·	-1%	·	1%	0.3%	-2%
- Cc1ccccc1OCC(=O)NC1=NCCS1
    -4	-1	12%	7	4%	-23%	?	0	-3%	-0.1%	-1%
- COc1ccc(CN2CCCC(C(=O)N3CCCC3)C2)c(OC)c1 (stereo unspecified)
    3	9	6%	1	·	·	2%	1	-1%	-0.3%	-5%
- CC(C)Nc1nc(-c2ccccc2)nc(-n2ccnc2)n1
    6	-4	-34%	2	-2%	1%	3%	-1	0%	0.3%	0%
- COc1cccc(C2SCC(=O)N2c2ccc(Cl)cc2)c1OC (stereo unspecified)
    18	2	0%	-5	0%	1%	1%	2	2%	-1.7%	1%
- O=C(NC1=NCCS1)c1cccc(S(=O)(=O)N2CCc3ccccc32)c1
    0	29	4%	12	-1%	4%	-1%	1	3%	0.3%	1%
- CC1CN(S(=O)(=O)c2cccc(C(=O)NCC3COc4ccccc4O3)c2)CC(C)O1 (stereo unspecified)
    -4	5	-5%	-13	·	·	3%	·	-4%	0.6%	-2%
- O=C(c1ccc(S(=O)(=O)N2CCOCC2)cc1)N(Cc1ccco1)Cc1cccs1
    5	5	4%	17	-1%	2%	-2%	-2	-1%	0.2%	4%
- CCN(CC)CCn1c2ccc(Cl)cc2c2nc(C)sc21
    8	-1	1%	19	-1%	3%	-8%	0	-34%	0.2%	0%
- O=C(Nc1nc2ccccc2[nH]1)c1ccc(Br)o1
    3	6	-8%	-17	14%	0%	?	0	-15%	-0.4%	-5%
- Cc1ccc(-n2nccc2-c2nn(-c3cccc(C(F)(F)F)c3)c(=O)n(C)c2=O)cc1
    -6	-6	6%	3	8%	-4%	-3%	3	1%	0.1%	-1%
- CC(C)Oc1ccc(S(=O)(=O)N(C(C)C)C(C)C)cn1
    -6	2	-1%	0	-3%	1%	5%	4	10%	-0.1%	0%
- CCOc1ccc(Nc2nc(N)c([N+](=O)[O-])c(N3CCN(C)CC3)n2)cc1
    18	-19	-18%	-8	1%	·	-5%	3	-7%	-0.4%	-2%
- CN(C1CCCCC1)S(=O)(=O)c1ccc(S(=O)(=O)N2CCN(CCC#N)CC2)cc1
    -1	-18	-3%	6	0%	-5%	-2%	5	18%	-0.5%	-2%
- O=S(=O)(Cc1ccccc1)N1CCc2ccccc21
    ·	·	-7%	·	2%	13%	0%	-6	·	0.0%	1%
- COc1ccc(CCN2C(=O)c3ccccc3NC2c2cc(Cl)c(O)c(OC)c2)cc1 (stereo unspecified)
    1	-49	1%	5	7%	5%	?	-4	-17%	0.3%	-7%
- Cc1cc(C)n(-c2ccc([N+](=O)[O-])cc2-c2nn[nH]n2)n1
    -10	-3	6%	3	6%	-3%	2%	1	4%	0.5%	0%
- CCCCOC(=O)N/N=C/C=C/c1ccccc1
    8	-2	0%	4	0%	-2%	0%	1	-6%	0.5%	3%
- CCC(=O)OC1(C#CCOc2ccc(OC)cc2)CCN(C)CC1
    0	-10	-23%	-8	0%	1%	7%	4	0%	0.1%	0%
- NS(=O)(=O)c1cccc(NC(=O)CSc2nnc(C3CC3)n2Cc2ccccc2)c1
    -3	0	-1%	-14	5%	1%	-8%	-1	0%	0.0%	2%
- CCOc1ccc(OCC(=O)Nc2ccc(S(N)(=O)=O)cc2)cc1
    ·	-7	0%	-26	4%	5%	-7%	0	7%	0.1%	-2%
- O=S(=O)(c1ccc(F)cc1)N1CCN(c2ccc(-c3ccccc3)nn2)CC1
    2	-26	-8%	7	1%	2%	2%	1	-1%	-0.1%	2%
- Cc1ccc(S(=O)(=O)N2CCCCCC2)cc1[N+](=O)[O-]
    -1	7	2%	5	-2%	2%	3%	0	6%	0.1%	-2%
- COc1ccc(CCNC(=O)CCS(=O)(=O)c2cccc3nsnc23)cc1OC
    8	-2	9%	-16	1%	-1%	-3%	1	-4%	-0.2%	2%
- COc1ccc(N2CCN(c3nc4c(c(=O)[nH]c(=O)n4C)n3Cc3cccc(C)c3)CC2)cc1
    4	-25	0%	3	·	-5%	?	0	5%	-0.9%	1%
- O=C(NS(=O)(=O)Oc1cccc(Cl)c1Cl)OC[C@@H]1CCCN2CCCCC12 (stereo partly specified)
    ·	-27	10%	-11	·	-6%	1%	3	1%	-1.0%	2%
- COCCOc1ccc(C(F)(F)F)cc1NC(=O)COC(=O)C12CC3CC(CC(O)(C3)C1)C2
    5	-3	-1%	8	-2%	4%	1%	4	-13%	0.1%	4%
- O=C(O)Cc1ccc(NC(=O)Cc2ccc3ccccc3c2)cc1
    -6	0	5%	9	0%	1%	-10%	8	1%	-1.0%	1%
- CCc1ccc(NC(=O)CSCCN2C(=O)c3ccccc3C2=O)cc1
    4	4	-2%	-11	·	3%	-5%	1	-1%	-1.1%	3%
- COCCN(C(=O)c1sc2ccccc2c1Cl)c1c(N)n(CC(C)C)c(=O)[nH]c1=O
    -14	-5	-19%	12	·	·	-2%	·	9%	-0.2%	3%
- Cc1ccnc(NS(=O)(=O)c2ccc(NC(=O)CC(C)c3ccccc3)cc2)n1 (stereo unspecified)
    -4	11	-9%	15	0%	-3%	?	1	2%	0.5%	1%
